GAA glycogen mod = GAA glycogen-cleavage inhibition or activation; Potency, µM (highest dose often 76.4 µM), inactives show top-dose activity change, negative = inhibition, actives largely listed as inhibitors; P10253; recombinant GAA, glycogen substrate, Amplex Red glucose oxidase fluorescence; hit rate 0.38% among 300,000; active = well fitted inhibition curve with a large enough effect; inconclusive = small, poorly fitted or top-dose-only effect, or another doubt; inactive = no such curve, though single readings can be large or run the other way;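 also: 0% = full enzyme reaction and -100% = no-enzyme basal signal; the screen sought inhibitors and activators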
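Recombinant human enzyme (4 nM); glycogen substrate; 37 C, 40 min, pH 5.0. Readout: coupled glucose oxidase/Amplex Red fluorescence.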
Starred values were filed as active, the others as inactive; ? = inconclusive; & = joins results of further samples; [ ] = another dose, or the depositor's remark. Potency is read from the fitted curve at half-maximal effect. Some of the compounds tested. The share of hits here may be higher or lower than overall.

molecule,GAA glycogen mod
O=C(Cn1c(SCc2ccccc2F)nc2ccncc21)Nc1ccccc1C(F)(F)F,-5%[76.3 µM]
Cc1cc(C)nc(CCNC(=O)CC2C(=O)NCCN2Cc2ccc(F)cc2Cl)n1 (stereo not drawn),-1%[76.3 µM]
Cc1cc(NS(=O)(=O)c2ccc(NC(=O)COc3c(C)ccc(C)c3C)cc2)nc(C)n1,16%[76.3 µM]
Cc1ccc(NC(=O)CCNS(=O)(=O)c2ccc3c(c2)CCC(=O)N3)cc1,-8%[76.3 µM]
Cc1cccc(N(CC(=O)NC2CCCCC2)C(=O)c2csnn2)c1,2%
O=C(Nc1ccc(OC(F)F)cc1)c1cc(S(=O)(=O)N2CCOCC2)ccc1F,1%[76.3 µM]
CCOc1ccc(/C=C/c2nc(C#N)c(NCc3ccc(OC)cc3)o2)cc1,-13%[76.3 µM]
O=C(NCCc1ccccc1)C1CCC(=O)N1CCc1ccccc1 (stereo not drawn),1%
O=C(CNC(=O)c1ccc(Br)cc1)N/N=C/c1cccnc1,-5%[76.3 µM]
Cn1c(=O)[nH]c(=O)c2c1nc(SCC(N)=O)n2Cc1cccc(Br)c1,10%
Cc1ccc(OCc2nc(-c3ccc(C(=O)NCCc4ccc(S(N)(=O)=O)cc4)cc3)oc2C)cc1,14%[76.3 µM]
Cc1c(NC(=O)Nc2ccc(Br)cc2F)sc2nc3n(c(=O)c12)CCC(C)CC3 (stereo not drawn),2%[76.3 µM]
CC(C)c1ccc(NC(=O)C2CCN(S(=O)(=O)c3cccc4nonc34)CC2)cc1,1%[76.3 µM]
COc1ccc(CN2CCC(=O)N([C@H](CO)Cc3ccccc3)CC2)cc1,19%[76.3 µM]
CCOC(=O)c1sc(N/N=C/c2cc(Br)c(O)c(OC)c2)nc1C,-2%[76.3 µM]
CC(C)OP(=O)(c1ccc(N(C)C)cc1)C(O)c1ccc(N(C)C)cc1 (stereo not drawn),3%
CCOc1ccc(-c2cn3nc(CC(C)C)sc3n2)cc1,-9%[76.3 µM]
CCOc1ccc(NC(=O)CCc2nc3cccnc3n2-c2ccccc2)cc1,1%[76.3 µM]
Cn1c(CCNC(=O)c2ccco2)nc2cc(NC(=O)COc3ccc(Cl)cc3)ccc21,13%[76.3 µM]
COc1cc(C(CC(=O)Nc2ccc(Cl)cn2)N2Cc3ccccc3C2=O)cc(OC)c1OC (stereo not drawn),-14%
Cn1c(=O)c(=O)n(C)c2cc(N3CCCC3)c(NC(=O)c3ccccc3F)cc21,1%[76.3 µM]
CC(CC(=O)Nc1ccc(Br)cc1F)S(=O)(=O)c1ccc2c(c1)NC(=O)CO2 (stereo not drawn),-8%[76.3 µM]
O=C(Cc1ccc([N+](=O)[O-])cc1)NC1CCCCCC1,-7%[76.3 µM]
COc1cc(/C=N\NC(=O)c2ccc(C)nc2)ccc1OC(=O)c1cccc(F)c1,-2%
O=C(NCc1ccccc1Cl)c1ccc(NC(=O)N2CCSc3ccccc32)cc1,-3%[76.3 µM]
CCOc1ccc(C2C(C(N)=O)=C(C)Nc3nc(-c4cccc(Cl)c4)nn32)cc1OC (stereo not drawn),?
CCc1nnc(NS(=O)(=O)c2ccc(NC(=O)/C=C/C(=O)O)cc2)s1,6%[76.3 µM]
COC(=O)[C@@H](NC(=O)c1cc(COc2cncc(Cl)c2)on1)c1ccccc1,-9%[76.3 µM]
c1ccc(-c2cnc(CN3CCN(c4ccccc4)CC3)o2)cc1,1%
CCc1cccc(NC(=O)CCS(=O)(=O)c2ccc3nc(C)sc3c2)c1,-7%[76.3 µM]
COc1ccc2cc(C(=O)N3CCN(Cc4ccc5c(c4)OCO5)CC3)[nH]c2c1,0%[76.3 µM]
CC(=O)C1=C(c2ccccc2)NC(=O)NC1c1ccc2c(c1)OCO2 (stereo not drawn),-13%[76.3 µM]
Cc1[nH]c2ccc(Br)cc2c(=O)c1CN1CCCCCC1,4%
CC(C)CN(CCNC(=O)c1cn(C)c2ccc(S(=O)(=O)N3CCCCCC3)cc2c1=O)CC(C)C,13%[76.3 µM]
CCOc1cc(C2NC(=O)NC2=O)ccc1O (stereo not drawn),?
CC(SCc1ccccc1)C(=O)Nc1ccccc1Br (stereo not drawn),-24%[76.3 µM]
CCOC(=O)c1c(-c2ccccc2)oc2cc(Br)c(OCc3ccccc3)cc12,14%[76.3 µM]
COc1ccc(CNC(=O)c2cc3c(-c4ccc(Cl)cc4)nn(C)c3s2)cc1,10%[76.3 µM]
CCCCn1c(NCc2ccc(OC)cc2O)nc2ccccc21,?
Cc1cccc(C(=O)Nc2nnc(S(=O)(=O)N(C)c3ccccc3C)s2)c1,-10%[76.3 µM]
N#Cc1cc2c(=O)n3ccccc3nc2n(-c2nnc(SCc3ccccc3)s2)c1=O,2%[76.3 µM]
Cc1cc(=O)oc2cc(NC(=O)Cc3ccccc3[N+](=O)[O-])ccc12,8%[76.3 µM]
OCc1nc2c(ccc3ccccc32)[nH]1,-2%[76.3 µM]
Cc1ccc2c(=O)cc(C(=O)Nc3c(C)n(C)n(-c4ccccc4)c3=O)oc2c1C,15%[76.3 µM]
COCCn1c(=O)[nH]c2cc(C(=O)NCc3ccccc3Cl)ccc2c1=O,-1%[76.3 µM]
Cc1noc(C)c1CCC(=O)NC1CCCN(Cc2ccc(Cl)cc2)C1 (stereo not drawn),-1%[76.3 µM]
COc1ccc(C2=NS(=O)(=O)N(C)C(C(=O)NCc3ccc4c(c3)OCO4)=C2)cc1,-8%[76.3 µM]
CCOc1ccc(Nc2nc(NCC(=O)O)nc(N)c2[N+](=O)[O-])cc1,2%
O=C(COC(=O)c1cccc(N2C(=O)C3CC=CCC3C2=O)c1)c1ccccc1 (stereo not drawn),-17%[76.3 µM]
CCOC(=O)c1ccc(-c2ccc3c(c2)CCC3)nc1C,-2%

The results go on.
molecule,GAA glycogen mod
O=C(Nc1ccnn1C1CCN(CCCC2CCCC2)CC1)c1ccccc1,-6%[76.3 µM]
CC(=O)c1cccc(NC(=O)c2sc(-n3nc(C)c(Cc4ccccc4)c3C)nc2C)c1,13%[76.3 µM]
Cc1ccc(OCc2cc(C(=O)N3CCN(C4CCCC4)CC3)no2)cc1C,2%[76.3 µM]
CCS(=O)(=O)c1ncc(Cl)c(C(=O)Nc2ccc(S(=O)(=O)N3CCCC(C)C3)cc2)n1 (stereo not drawn),-4%[76.3 µM]
CCOc1ccccc1N(CC(=O)NCc1ccncc1)S(=O)(=O)c1ccccc1,-4%
O=[N+]([O-])c1ccccc1Nc1nc(-c2cccnc2)cs1,-7%[76.3 µM]
O=C(CC1S/C(=N/N=C2CCCCCC2)NC1=O)Nc1ccccc1C(F)(F)F (stereo not drawn),5%
O=C(NCc1ccc(OC(F)(F)F)cc1)C1CC2Cn3c(nc4ccccc43)C2N1c1ccccc1 (stereo not drawn),-15%[76.3 µM]
Cc1cccc(S(=O)Cc2ccc(C(=O)NC3CCCCCC3)o2)c1 (stereo not drawn),8%[76.3 µM]
CN(C)c1ccc(/C=N/n2c(C3CCCCC3)n[nH]c2=S)cc1,-15%
OC(CN1CCN(c2ccc(C(F)(F)F)cn2)CC1)c1ccccc1 (stereo not drawn),-4%
COc1ccc(C(=O)N/C(=C\c2cn(C)c3ccccc23)C(=O)NCCCN2CCOCC2)cc1,3%[76.3 µM]
Cn1ccc(C(=O)OCC(=O)Nc2ccccc2)n1,-9%[76.3 µM]
COc1cc(/C=N/NC(=O)c2ccc(NC(=O)C3CC3)cc2)ccc1OC(C)=O,-3%[76.3 µM]
CCOc1ccc(C(C(=O)NC2CCCC2)N(C(=O)c2snc(C(N)=O)c2N)C2CCCC2)cc1 (stereo not drawn),-1%[76.3 µM]
Cc1ccc2c(c1)N(Cc1ccc([N+](=O)[O-])cc1)C=NS2(=O)=O,-3%
Cc1ccc(Cn2c(=O)n(CCc3ccccc3)c(=O)c3sc4ccccc4c32)cc1,7%[76.3 µM]
Oc1ccc(/C=N/N2CCN(Cc3ccccc3)CC2)cc1,?
Cc1oc2c(cc(NS(=O)(=O)c3ccc(C(C)C)cc3)c3ccccc32)c1C(=O)O,-29%&5%[76.3 µM]
CC(C)(CNC(=O)CC1C(=O)NCCN1Cc1cccc(F)c1F)N1CCOCC1 (stereo not drawn),-2%[76.3 µM]
CCCC(C(=O)NCCC(C)C)N(Cc1ccccc1)C(=O)c1snc(C(N)=O)c1N (stereo not drawn),1%[76.3 µM]
Nc1c(-c2ccccc2)cnn1-c1ccccc1,2%
CCOC(=O)C(Cc1c[nH]c2ccccc12)NC(=O)COc1ccc(Cl)c(C)c1 (stereo not drawn),-11%[76.3 µM]
CCOc1cc(/C=N/NC(=O)CN2CCCCC2)ccc1O,3%[76.3 µM]
Cc1ccc(CN2CCNC(=O)C2CC(=O)N(C)C2CCOCC2)cc1 (stereo not drawn),4%[76.3 µM]

Quoted from the listing:
Entry for OC(CN1CCN(c2ccc(C(F)(F)F)cn2)CC1)c1ccccc1 (stereo not drawn) in GAA glycogen mod: -4%
Entry for Cc1ccc(Cn2c(=O)n(CCc3ccccc3)c(=O)c3sc4ccccc4c32)cc1 in GAA glycogen mod: 7%[76.3 µM]

Next structures follow.
molecule,GAA glycogen mod
Cc1ccccc1NC(=O)C1CCN(C(=O)NC2CCCCC2)CC1,-2%
COc1ccc(CNC(=O)CCc2nc(-c3ccc(C)cc3)no2)c(OC)c1,12%[76.3 µM]
Cc1cccc(C)c1NC(=O)N1CCC(C(N)=O)(N2CCCCC2)CC1,-1%[76.3 µM]
Cc1cc(OCC(=O)N(Cc2ccc(N(C)C)cc2)Cc2ccco2)cc(C)c1Cl,-9%[76.3 µM]
Cc1cc(C)cc(OCC(=O)N(Cc2ccccc2)C2CCS(=O)(=O)C2)c1 (stereo not drawn),2%
CCOCCCn1c(=N)c(C(=O)NC2CCCC2)cc2c(=O)n3cc(C)ccc3nc21,-7%[76.3 µM]
Cc1cc2[nH]c(=O)c(=O)[nH]c2cc1S(=O)(=O)N(C)C1CCCCC1,13%[76.3 µM]
CC1CCN(C(=O)c2ccccc2NC(=O)Nc2ccccc2)CC1,-5%[76.3 µM]
C/C(=N\Nc1ccc([N+](=O)[O-])cc1[N+](=O)[O-])c1cccnc1,-5%
COc1ccc(C2CC(=O)c3cc(-c4nc(-c5cccc([N+](=O)[O-])c5)cs4)c(=O)n(-c4cc(C)cc(C)c4)c3C2)cc1 (stereo not drawn),11%[76.3 µM]
NC(=O)c1c(NC(=O)c2cccc(N3C(=O)CCC3=O)c2)sc2c1CCCCC2,4%[76.3 µM]
COc1ccc(/C=N/Nc2cc(C)nc3c(C)cccc23)cc1,-13%[76.3 µM]
COC(=O)c1c(NC(=O)CCCOc2cccc(C)c2)sc2c1CCC2,10%[76.3 µM]
CCOC(=O)c1ccc(NC(=O)c2ncn(-c3ccccc3)n2)cc1,13%[76.3 µM]
Cc1cccc(C(=O)NC2CC3CCCC(C2)N3C(=O)Nc2ccccc2)c1 (stereo not drawn),1%
Cc1cccc(N2CCN(S(=O)(=O)c3cc(Br)cc4c3N(C(=O)C3CC3)CC4)CC2C)c1 (stereo not drawn),7%[76.3 µM]
CC(=O)c1c(C)[nH]c(C(=O)Nc2ccccn2)c1C,-4%[76.3 µM]
CCOc1ccc(NCc2cccn2-c2nnc(N3CCC(C(=O)NCCCN4CCCCC4CC)CC3)s2)cc1 (stereo not drawn),?
CCCC1=Nc2cc(C(=O)NCCOC)ccc2Sc2ccccc21,-5%[76.3 µM]
COc1ccc(NC(=O)CSc2nc(-c3cccs3)cc(C(F)(F)F)n2)c(OC)c1,-5%[76.3 µM]
O=C(NNC(=O)C1CC1)c1cccc([N+](=O)[O-])c1,0%[76.3 µM]
CN(Cc1ccccc1)CC1CCCN(CCc2ccccc2F)C1 (stereo not drawn),-14%[76.3 µM]
CCCc1cc(=O)oc2cc(C)cc(OCC(=O)NC(Cc3ccc(Cl)cc3)C(=O)O)c12 (stereo not drawn),-6%[76.3 µM]
COc1ccc(CN(C(=O)c2ccco2)C2CCS(=O)(=O)C2)cc1 (stereo not drawn),-2%[76.3 µM]
Cc1ccc(S(=O)(=O)Nc2c(C)n(C)n(-c3ccccc3)c2=O)c(C)c1,-3%[76.3 µM]

Ordered by count of non-hydrogen atoms (smallest number first): some entries from above
molecule,GAA glycogen mod
Cc1ccccc1NC(=O)C1CCN(C(=O)NC2CCCCC2)CC1,-2%
Cc1cccc(C)c1NC(=O)N1CCC(C(N)=O)(N2CCCCC2)CC1,-1%[76.3 µM]
Cc1cccc(N2CCN(S(=O)(=O)c3cc(Br)cc4c3N(C(=O)C3CC3)CC4)CC2C)c1 (stereo not drawn),7%[76.3 µM]

Later entries.
molecule,GAA glycogen mod
Cc1ccc(CNC(=O)c2ccc3c(O)c(S(=O)(=O)c4ccc(Cl)cc4)c(=O)[nH]c3c2)cc1,18%[76.3 µM]
CC(C)n1c(=N)c(C(=O)NCc2ccccc2)cc2c(=O)n3ccccc3nc21,0%[76.3 µM]
CN(C)C(=O)c1cc(C(=O)c2ccccc2F)c[nH]1,-3%
C=CCn1c(=O)c(C(=O)Nc2ccc(C)cc2)c(O)c2ccccc21,14%[76.3 µM]
O=C(c1ccccc1)c1cn(Cc2ccc(F)cc2)c2ccccc2c1=O,-4%[76.3 µM]
Cc1ccccc1OCC(=O)Nc1cnn(CCCC(=O)O)c1,7%[76.3 µM]

An excerpt of these results, with each value named:
Cc1ccc(CNC(=O)c2ccc3c(O)c(S(=O)(=O)c4ccc(Cl)cc4)c(=O)[nH]c3c2)cc1
  GAA glycogen mod: 18%[76.3 µM]

O=C(c1ccccc1)c1cn(Cc2ccc(F)cc2)c2ccccc2c1=O
  GAA glycogen mod: -4%[76.3 µM]
